Screening data deposited in PubChem by NMMLSC.
RGS4-Gao reg – human RGS4-Galphao interaction regulation; 220,000 tested, 0.33% active; binding response (% of control), % at 10 µM; Multiplexed bead flow cytometry, RGS4-Galphao binding; actives lie on both sides; in the data active means binding response below about 49% or above about 150%; inactive means in between;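 further: fluorescent Galphao activated with aluminum fluoride binding bead-coupled RGS4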
Target sequence (P09471 whole entry, looked up): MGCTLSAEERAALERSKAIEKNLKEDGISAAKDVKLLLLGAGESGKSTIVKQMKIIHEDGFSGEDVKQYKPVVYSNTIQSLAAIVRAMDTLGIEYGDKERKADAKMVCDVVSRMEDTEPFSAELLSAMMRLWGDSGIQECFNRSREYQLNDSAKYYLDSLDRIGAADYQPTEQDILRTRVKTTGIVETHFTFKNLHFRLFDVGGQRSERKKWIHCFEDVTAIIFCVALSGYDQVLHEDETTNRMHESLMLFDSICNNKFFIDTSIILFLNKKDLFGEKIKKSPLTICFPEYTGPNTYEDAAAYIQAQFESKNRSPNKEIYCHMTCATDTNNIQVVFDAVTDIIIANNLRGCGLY
Bim-Bcl-XL – disrupts Bim peptide binding to human Bcl-XL | Q07817 | bead flow cytometry, fluorescence | inhibition, % at 10 µM | 190,000 tested, 0.04% active
Bcl-2 Bim block – human Bim-Bcl-2 interaction inhibition; P10415; Bead-based flow cytometry, Bim peptide-Bcl-2 binding; inhibition, % at 10 µM; 190,000 tested, 0.06% active; in the data active means inhibition above about 40%; inconclusive means no clear call, values can overlap the other calls;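 further: 0% = no compound wells with probe peptide and 100% = reference peptide inhibitor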
GSH bead fluor – compound fluoresces at 488/530 nm on GSH beads. GSH beads flow cytometry, compound fluorescence 488/530 nm; stronger effect = higher value. 190,000 tested, 0.25% active. fluorescence (KMESF) at 10 µM; in the data active means fluorescence above about 89;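 further: glutathione beads carrying GST-tagged Bcl family fusion proteins plus one bare bead set; values are compound well signal with DMSO vehicle wells as background; inactives centre near 16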
Bcl-W Bim block – human Bim-Bcl-W interaction inhibition. AID 952. inhibition, % at 10 µM. bead-based flow cytometry, Bim peptide-Bcl-W binding. 190,000 tested, 0.02% active. Q92843;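 further: 0% = bound tracer without compound and 100% = peptide blocker; higher means less fluorescent Bim peptide bound to Bcl-W beads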
RGS7-Gao – modulates binding of RGS7 to human Galphao; P09471; Multiplexed bead flow cytometry; actives lie on both sides; binding response (% of control), % at 10 µM; 220,000 tested, 0.35% active; AID 1439; in the data active means binding response below about 49% or above about 150%; inconclusive means no clear call, values can overlap the other calls; inactive means in between;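 further: fluorescent Galphao held in activated GDP-AlF4 state binding bead-coupled RGS7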
Bim-Bfl-1 – human Bim-Bfl-1 interaction inhibition | 190,000 tested, 0.12% active | inhibition, % at 10 µM | Bead-based flow cytometry, Bim-Bfl-1 binding inhibition | Q16548;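 further: 0% = wells without compound plus tracer and 100% = blocker peptide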
ABCB1 inh – inhibitors of human ABCB1 transporter, ABCG2 counter-screen | 190,000 tested, 0.067% active | P08183 | inhibition, % at 6.6 µM | CCRF-Adr cells, JC-1 efflux, flow cytometry; in the data active means inhibition above about 40%;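 further: 0% = vehicle and 100% = reference inhibitor; higher value means more JC-1 retained so stronger ABCB1 efflux block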
RGS8-Gao reg – modulates binding of RGS8 to human Galphao; multiplexed bead flow cytometry; actives lie on both sides; response (percent of control binding), % at 10 µM; 220,000 tested, 0.34% active; AID 1423; in the data active means response below about 60% or above about 140%; inactive means in between;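 further: Galphao activated as the GDP aluminium fluoride complex binding bead-coupled RGS8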
ABCG2 inh – blocks JC-1 efflux by human ABCG2 transporter. Q9UNQ0. inhibition, % at 6.6 µM. 190,000 tested, 0.1% active. IgMXP3 cells, flow cytometry;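 active means inhibition above 80%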;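 further: 0% = DMSO and 100% = nicardipine control wells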
Target sequence (Q9UNQ0 whole entry, looked up): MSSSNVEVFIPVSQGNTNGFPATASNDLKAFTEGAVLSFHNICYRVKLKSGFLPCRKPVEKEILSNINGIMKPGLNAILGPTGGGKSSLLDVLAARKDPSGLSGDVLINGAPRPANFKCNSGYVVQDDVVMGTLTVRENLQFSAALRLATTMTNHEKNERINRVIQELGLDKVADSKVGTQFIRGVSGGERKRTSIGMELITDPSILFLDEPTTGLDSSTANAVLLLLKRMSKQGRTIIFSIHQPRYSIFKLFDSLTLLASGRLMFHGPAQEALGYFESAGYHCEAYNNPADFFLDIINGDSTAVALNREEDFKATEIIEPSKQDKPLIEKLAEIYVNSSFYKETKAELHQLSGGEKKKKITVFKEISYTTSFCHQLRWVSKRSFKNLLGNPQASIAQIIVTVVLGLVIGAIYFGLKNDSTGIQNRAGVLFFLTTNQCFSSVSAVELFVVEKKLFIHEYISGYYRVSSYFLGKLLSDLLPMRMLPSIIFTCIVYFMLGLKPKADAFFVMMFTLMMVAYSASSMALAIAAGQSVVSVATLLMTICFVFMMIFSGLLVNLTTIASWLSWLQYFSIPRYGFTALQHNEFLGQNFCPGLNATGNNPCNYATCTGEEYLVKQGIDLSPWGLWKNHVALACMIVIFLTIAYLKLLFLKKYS
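test system = two drug-resistant human cell lines, ABCG2 and ABCB1 | amount = 3 million cells/mL final, two lines in 1:1 ratio | reagent = JC-1 transporter substrate | doses = one concentration, 6.6 µM final | incubation = 10 min at 25 °C | signal = flow cytometric JC-1 green MFI at 530 nm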
Bcl-B Bim block – inhibitors of Bim-Bcl-B interaction, human | Q9HD36 | bead-based flow cytometry, Bim peptide-Bcl-B binding | inhibition, % at 10 µM | 190,000 tested, 0.073% active | AID 951;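 further: 0% = tracer peptide without compound and 100% = reference inhibitor peptide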
An asterisk follows results filed as active. Unless noted, no stated cut-off is given here; in the data, active means inhibition above about 40%.

How did O=C(COC(=O)CNS(=O)(=O)/C=C/c1ccccc1)Nc1cccc2ccccc12 do in these assays?
RGS4-Gao reg: 99; Bim-Bcl-XL: 1; Bcl-2 Bim block: 1; GSH bead fluor: 10; Bcl-W Bim block: 0; RGS7-Gao: 103; Bim-Bfl-1: -5; ABCB1 inh: -0.1; RGS8-Gao reg: 101; ABCG2 inh: 0; Bcl-B Bim block: -1

What do the screens show for `COc1ccc(C2C(C(=O)c3ccco3)=C(O)C(=O)N2CC2CCCO2)cc1` (stereo not given)?
RGS4-Gao reg: 94; Bim-Bcl-XL: -2; Bcl-2 Bim block: -4; GSH bead fluor: 11; Bcl-W Bim block: 1; RGS7-Gao: 98; Bim-Bfl-1: -6; ABCB1 inh: -0.4; RGS8-Gao reg: 99; ABCG2 inh: -1; Bcl-B Bim block: -2

How did CCOC(=O)c1nnsc1NC(=O)Nc1ccc(OC)cc1 do in these assays?
RGS4-Gao reg: 102; Bim-Bcl-XL: -2; Bcl-2 Bim block: -2; GSH bead fluor: 11; Bcl-W Bim block: -4; RGS7-Gao: 94; Bim-Bfl-1: -7; ABCB1 inh: 0.0; RGS8-Gao reg: 103; ABCG2 inh: 6; Bcl-B Bim block: -6

How did COc1cc(C)nc(N2CCCC(C(=O)Nc3cccc(Cl)c3C)C2)n1 (stereo not given) do in these assays?
RGS4-Gao reg: 100; Bim-Bcl-XL: 0; Bcl-2 Bim block: 1; GSH bead fluor: 9; Bcl-W Bim block: 1; RGS7-Gao: 98; Bim-Bfl-1: 0; ABCB1 inh: 0.3; RGS8-Gao reg: 99; ABCG2 inh: 3; Bcl-B Bim block: 2

What do the screens show for `CC(=O)Nc1c([N+](=O)[O-])cc(C)c(Cl)c1[N+](=O)[O-]`?
RGS4-Gao reg: 99; Bim-Bcl-XL: 0; Bcl-2 Bim block: -1; GSH bead fluor: 18; Bcl-W Bim block: -1; RGS7-Gao: 97; Bim-Bfl-1: -3; ABCB1 inh: 4.8; RGS8-Gao reg: 100; ABCG2 inh: 0; Bcl-B Bim block: -4

What do the screens show for `COc1ccc(NC(=O)CN(c2cc(C)cc(C)c2)S(=O)(=O)c2c(C)noc2C)cc1OC`?
RGS4-Gao reg: 100; Bim-Bcl-XL: -3; Bcl-2 Bim block: -9; GSH bead fluor: 14; Bcl-W Bim block: 0; RGS7-Gao: 105; Bim-Bfl-1: -11; ABCB1 inh: 1.0; RGS8-Gao reg: 99; ABCG2 inh: 4; Bcl-B Bim block: -10

Results for CC(NC(=S)Nc1ccccc1Cl)C(c1ccccc1)N1CCOCC1 (stereo not given) ?
RGS4-Gao reg: 99; Bim-Bcl-XL: -6; Bcl-2 Bim block: 0; GSH bead fluor: 24; Bcl-W Bim block: -4; RGS7-Gao: 100; Bim-Bfl-1: 0; ABCB1 inh: 0.5; RGS8-Gao reg: 102; ABCG2 inh: 3; Bcl-B Bim block: -2

What do the screens show for `COc1ccc(NC(=O)CSc2nc(C)cc(C)n2)cc1`?
RGS4-Gao reg: 103; Bim-Bcl-XL: 1; Bcl-2 Bim block: -6; GSH bead fluor: 56; Bcl-W Bim block: 0; RGS7-Gao: 103; Bim-Bfl-1: -15; ABCB1 inh: 0.7; RGS8-Gao reg: 107; ABCG2 inh: 4; Bcl-B Bim block: -9

What do the screens show for `O=C1C2C(C(=O)N1CCc1ccccc1)C1C=CC2C12CC2` (stereo not given)?
RGS4-Gao reg: 101; Bim-Bcl-XL: 0; Bcl-2 Bim block: 4; GSH bead fluor: 4; Bcl-W Bim block: 5; RGS7-Gao: 99; Bim-Bfl-1: -6; ABCB1 inh: -0.1; RGS8-Gao reg: 100; ABCG2 inh: -1; Bcl-B Bim block: -4

What do the screens show for `COc1nc(-c2ccc(Cl)cc2)ccc1-c1noc(-c2ccco2)n1`?
RGS4-Gao reg: 97; Bim-Bcl-XL: -6; Bcl-2 Bim block: -5; GSH bead fluor: 11; Bcl-W Bim block: 0; RGS7-Gao: 102; Bim-Bfl-1: -7; ABCB1 inh: 0.7; RGS8-Gao reg: 100; ABCG2 inh: 10; Bcl-B Bim block: -5

Results for Cc1cc(C(=O)CN2C(=O)NC3(CCCCC3)C2=O)c(C)n1Cc1ccco1 ?
RGS4-Gao reg: 98; Bim-Bcl-XL: 0; Bcl-2 Bim block: -3; GSH bead fluor: 12; Bcl-W Bim block: 2; RGS7-Gao: inconclusive; Bim-Bfl-1: 1; ABCB1 inh: -0.1; RGS8-Gao reg: 98; ABCG2 inh: 4; Bcl-B Bim block: -2

How did COc1ccc(N=NC2=C(O)CC(C)(C)CC2=O)cc1 do in these assays?
RGS4-Gao reg: 99; Bim-Bcl-XL: -11; Bcl-2 Bim block: -9; GSH bead fluor: 37; Bcl-W Bim block: 0; RGS7-Gao: 102; Bim-Bfl-1: -18; ABCB1 inh: -0.2; RGS8-Gao reg: 102; ABCG2 inh: 8; Bcl-B Bim block: -9

What do the screens show for `O=c1cc(N2CCc3ccccc3C2)[nH]c(=O)n1Cc1ccc(F)cc1`?
RGS4-Gao reg: 103; Bim-Bcl-XL: -10; Bcl-2 Bim block: -14; GSH bead fluor: 19; Bcl-W Bim block: -5; RGS7-Gao: 100; Bim-Bfl-1: -22; ABCB1 inh: -0.3; RGS8-Gao reg: 100; ABCG2 inh: 10; Bcl-B Bim block: -6

How did CC(C)CC(=O)OCc1cn(-c2ccccc2)nn1 do in these assays?
RGS4-Gao reg: 100; Bim-Bcl-XL: 10; Bcl-2 Bim block: 83*; GSH bead fluor: 17; Bcl-W Bim block: 1; RGS7-Gao: 98; Bim-Bfl-1: 58*; ABCB1 inh: 0.1; RGS8-Gao reg: 102; ABCG2 inh: 1; Bcl-B Bim block: 80*

How did CCN=C(NCC)SC1CC(=O)N(c2ccc(OC)cc2)C1=O (stereo not given) do in these assays?
RGS4-Gao reg: 104; Bim-Bcl-XL: -6; Bcl-2 Bim block: -6; GSH bead fluor: 6; Bcl-W Bim block: -3; RGS7-Gao: 100; Bim-Bfl-1: -14; ABCB1 inh: 0.3; RGS8-Gao reg: 100; ABCG2 inh: 1; Bcl-B Bim block: -7

What do the screens show for `CCCCN1C(=O)/C(=C/C=C2/CC(C)(C)CN2C)SC1=S`?
RGS4-Gao reg: 109; Bim-Bcl-XL: -2; Bcl-2 Bim block: 3; GSH bead fluor: 4; Bcl-W Bim block: 0; RGS7-Gao: 107; Bim-Bfl-1: 1; ABCB1 inh: 2.6; RGS8-Gao reg: 104; ABCG2 inh: 8; Bcl-B Bim block: -10

What do the screens show for `CCC(=O)c1ccc(OCC(O)CN2CCN(c3cccc(C(F)(F)F)c3)CC2)cc1` (stereo not given)?
RGS4-Gao reg: 96; Bim-Bcl-XL: 0; Bcl-2 Bim block: -3; GSH bead fluor: 13; Bcl-W Bim block: -1; RGS7-Gao: 97; Bim-Bfl-1: 0; ABCB1 inh: 1.5; RGS8-Gao reg: 102; ABCG2 inh: 4; Bcl-B Bim block: 0

How did O=C(Cn1ncc2ccccc21)N1CCN(c2cccc(C(F)(F)F)c2)CC1 do in these assays?
RGS4-Gao reg: 100; Bim-Bcl-XL: -1; Bcl-2 Bim block: 4; GSH bead fluor: 19; Bcl-W Bim block: 0; RGS7-Gao: 101; Bim-Bfl-1: 1; ABCB1 inh: 2.0; RGS8-Gao reg: 102; ABCG2 inh: 17; Bcl-B Bim block: -2

Results for COC(=O)Cc1ccc(NC(=S)NNC(=O)c2ccccc2Br)cc1 ?
RGS4-Gao reg: 104; Bim-Bcl-XL: -7; Bcl-2 Bim block: -2; GSH bead fluor: 8; Bcl-W Bim block: -3; RGS7-Gao: 103; Bim-Bfl-1: 1; ABCB1 inh: 0.7; RGS8-Gao reg: 104; ABCG2 inh: 2; Bcl-B Bim block: -12

How did O=C(COC(=O)C1CCC1)Nc1ccccc1Sc1ccccc1 do in these assays?
RGS4-Gao reg: 101; Bim-Bcl-XL: -4; Bcl-2 Bim block: -2; GSH bead fluor: 9; Bcl-W Bim block: -2; RGS7-Gao: 101; Bim-Bfl-1: 0; ABCB1 inh: 1.2; RGS8-Gao reg: 107; ABCG2 inh: 6; Bcl-B Bim block: -3

What do the screens show for `CC(C)C(=O)Nc1nc(-c2ccc([N+](=O)[O-])cc2)cs1`?
RGS4-Gao reg: 108; Bim-Bcl-XL: -1; Bcl-2 Bim block: -2; GSH bead fluor: 18; Bcl-W Bim block: 1; RGS7-Gao: 110; Bim-Bfl-1: -3; ABCB1 inh: 0.4; RGS8-Gao reg: 102; ABCG2 inh: 6; Bcl-B Bim block: -1

What do the screens show for `On1onc2c3cc(-c4ccccc4)nc3ccc21`?
RGS4-Gao reg: 95; Bim-Bcl-XL: -5; Bcl-2 Bim block: -7; GSH bead fluor: 12; Bcl-W Bim block: -5; RGS7-Gao: 100; Bim-Bfl-1: -11; ABCB1 inh: 0.7; RGS8-Gao reg: 103; ABCG2 inh: 14; Bcl-B Bim block: -5

How did CC(C)(O)C#Cc1ccc(C(=O)NCc2cccs2)s1 do in these assays?
RGS4-Gao reg: 102; Bim-Bcl-XL: -3; Bcl-2 Bim block: 1; GSH bead fluor: 17; Bcl-W Bim block: -6; RGS7-Gao: 101; Bim-Bfl-1: -1; ABCB1 inh: 0.0; RGS8-Gao reg: 96; ABCG2 inh: 1; Bcl-B Bim block: 0

Results for O=C(Nc1cccc(-c2nc3ccccc3s2)c1)c1ccc2c(c1)OCO2 ?
RGS4-Gao reg: 100; Bim-Bcl-XL: -3; Bcl-2 Bim block: 0; GSH bead fluor: 26; Bcl-W Bim block: -1; RGS7-Gao: 101; Bim-Bfl-1: 1; ABCB1 inh: 0.6; RGS8-Gao reg: 100; ABCG2 inh: 5; Bcl-B Bim block: 0

What do the screens show for `CCOC(=O)c1cc(-c2nnc(-c3ccc(Oc4ccccc4)cc3)o2)c(C)nc1C`?
RGS4-Gao reg: 101; Bim-Bcl-XL: -2; Bcl-2 Bim block: 2; GSH bead fluor: 12; Bcl-W Bim block: 1; RGS7-Gao: 105; Bim-Bfl-1: 1; ABCB1 inh: 1.0; RGS8-Gao reg: 105; ABCG2 inh: 6; Bcl-B Bim block: -1

What do the screens show for `COc1ccc(/C(O)=C2/C(=O)C(=O)N(CCCC(=O)O)C2c2ccc(OC)c(OC)c2)cc1` (stereo not given)?
RGS4-Gao reg: 97; Bim-Bcl-XL: 0; Bcl-2 Bim block: 3; GSH bead fluor: 30; Bcl-W Bim block: 0; RGS7-Gao: 96; Bim-Bfl-1: 0; ABCB1 inh: 0.4; RGS8-Gao reg: 97; ABCG2 inh: 2; Bcl-B Bim block: 2

Results for Cc1cc(C)nc(N(C#N)S(=O)(=O)c2ccccc2)n1 ?
RGS4-Gao reg: 104; Bim-Bcl-XL: -1; Bcl-2 Bim block: 1; GSH bead fluor: 52; Bcl-W Bim block: -1; RGS7-Gao: 104; Bim-Bfl-1: -4; ABCB1 inh: 0.8; RGS8-Gao reg: 101; ABCG2 inh: 24; Bcl-B Bim block: -2
